MBNL1-CUG inh – MBNL1-poly(CUG) RNA binding inhibition; Q9NR56; TR-FRET MBNL1-His/biotin-(CUG)12 binding, 665/545 ratio; Potency, µM (titrated, usually from 57.5 µM), inactives show top-dose activity change, negative = inhibition, most hits filed as inhibitors; actives 0.036% (n = 280,000); active means well fitted inhibition curve with a large enough effect in the signal ratio, with a control signal flat, not every such curve was filed as active; inconclusive means small, poorly fitted or top-dose-only effect, or effect the other way, or a change in a side signal; inactive means no such curve, though single readings can be large or run the other way; the % refers to the signal ratio; further: on the % scale 0 is the no-effect control and ±100 the full control effect
Target sequence (Q9NR56 whole entry, looked up): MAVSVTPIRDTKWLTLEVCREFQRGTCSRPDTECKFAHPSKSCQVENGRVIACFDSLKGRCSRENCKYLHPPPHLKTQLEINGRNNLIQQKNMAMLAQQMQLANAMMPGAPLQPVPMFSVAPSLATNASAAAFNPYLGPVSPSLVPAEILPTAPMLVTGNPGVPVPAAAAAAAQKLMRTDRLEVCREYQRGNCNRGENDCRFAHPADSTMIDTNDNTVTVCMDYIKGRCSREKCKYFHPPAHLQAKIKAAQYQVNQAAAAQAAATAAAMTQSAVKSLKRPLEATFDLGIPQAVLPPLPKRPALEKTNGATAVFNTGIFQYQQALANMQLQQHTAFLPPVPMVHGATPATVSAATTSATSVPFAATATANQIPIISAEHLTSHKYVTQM
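TR-FRET between His-tagged MBNL1 and biotin-(CUG)12 RNA, detected with Tb anti-His antibody (0.055 ng/ul) and streptavidin-XL665 (5 nM), 60 min at room temperature. Compounds titrated 92 nM to 58 uM; 665/545 nm ratio normalized to buffer and complex controls.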
p53 reactivation – re-activators of mutant p53 | AID 504706 | Potency, µM (doses to about 92.2 µM), for the others: at the highest dose activity change, positive = activation, usual class: activators | H1299 p53-A138V BP100-luciferase reporter, luminescence, 24 h | actives 0.063% (n = 320,000); further: % of control where 0% means no effect; nearly all actives have a fitted effect of over 45% in size
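H1299 (p53-null), stable ts p53-A138V + BP100-Luc; 1000 cells/well, Opti-MEM/10% FBS; cpd 4 pt, 1:5; 24 h, 37 deg C, 5% CO2; detection reagent 10 min RT; luminescence.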
NPC1 prom act – NPC1 promoter activation; Huh7 NPC1 promoter luciferase reporter, 24 h; Potency, µM (highest dose often 9.22 µM), for inactives: at the top dose activation, actives largely listed as activators; actives 2.4% (n = 320,000); AID 485313;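 further: % of control where 0% means no effect; nearly all actives have a fitted effect of over 60% in size; reporter is driven by a mutant NPC1 promoter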
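Stably transfected Huh7 (NPC1 promoter→luciferase), 1500 cells/well in Opti-MEM + 10% FBS, 2 h settle, then compound 24 h at 37 °C. Luminescence after 10 min with Amplite reagent.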
uPA generation – cell surface uPA generation inhibition; actives 0.31% (n = 330,000); cell surface uPA generation assay, qHTS; Potency, µM (titrated, usually from 38.3 µM), for the others: at the top dose activity change, negative = inhibition, hits mostly inhibitors; active means well fitted inhibition curve with a large enough effect; inconclusive means small, poorly fitted or top-dose-only effect; inactive means no such curve, though single readings can be large or run the other way; tested in mouse RAW 264.7 cells; further: on the % scale 0 is the no-effect control and ±100 the full control effect; nearly all actives have a fitted effect of over 55% in size
Rab9 promoter act – activators of Rab9 promoter | Huh7 Rab9 promoter-luciferase reporter, luminescence, 24 h | Potency, µM (doses to about 9.22 µM), inactives show top-dose activation, negative = inhibition, hits mostly activators | actives 2.8% (n = 320,000) | AID 485297; further: % of control where 0% means no effect; nearly all actives have a fitted effect of over 60% in size
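Huh7 cells stably carrying Rab9 promoter–luciferase reporter, plated 1500 cells/well, compound added after 2 h and incubated 24 h at 37 °C; luciferase luminescence then read after 10 min with detection reagent.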
Gal4-VP16 FLuc – inhibits Gal4-VP16 luciferase reporter, ROR gamma counter-screen; Potency, µM (titrated, usually from 53.6 µM), without a hit: at the top dose activity, negative = inhibition, most hits filed as inhibitors; Drosophila S2 Gal4-VP16 UAS-luciferase, luminescence, 20 h; AID 2546; actives 3.5% (n = 310,000);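 further: Gal4-VP16 expression switched on by copper sulfate through the metallothionein promoter; on the % scale 0 is the no-effect control and ±100 the full control effect; nearly all actives have a fitted effect of over 50% in size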
ELG1 genotox – induces genotoxicity in HEK293T cells with luciferase-tagged ELG1; HEK293T ELG1-luciferase reporter, luminescence, 16 h; Potency, µM (doses to about 46 µM), without a hit: top-dose activity change, positive = activation, usual class: activators; actives 1.3% (n = 330,000); AID 504466; further: % of control where 0% means no effect; nearly all actives have a fitted effect of over 60% in size
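Genotoxic stress is detected as increased luminescence from luciferase-tagged ELG1 in HEK293T cells, measured with ONE-Glo after a 16 hr treatment at 37 °C.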
FLuc modulator – firefly luciferase modulation, counter-screen for miR-21 project. actives 6.9% (n = 360,000). Potency, µM (highest dose often 57.5 µM), without a hit: at the top dose activity change, negative = inhibition, most hits filed as inhibitors. P08659. purified FLuc, Km substrates, luminescence inhibition;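 further: plate controls were vehicle for no effect and reference inhibitor for full effect; nearly all actives have a fitted effect of over 55% in size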
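Purified P. pyralis luciferase (10nM final) with 10uM D-luciferin and 10uM ATP (Km levels) in 50mM Tris acetate pH 7.5, 10mM Mg acetate, 0.01% Tween-20, 0.05% BSA; qHTS 6-point titration, ~60 µM downward; luminescence read.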
RORgamma inh – blocks mouse ROR gamma transcriptional activity | Drosophila S2 Gal4-RORgamma UAS-luciferase reporter, 20 h | Potency, µM (doses to about 53.6 µM), inactives show at the highest dose activity change, negative = inhibition, most hits filed as inhibitors | actives 5.4% (n = 310,000) | AID 2551; further: on the % scale 0 is the no-effect control and ±100 the full control effect; nearly all actives have a fitted effect of over 60% in size
Target sequence (P51450 whole entry, looked up, the tested form may be a part): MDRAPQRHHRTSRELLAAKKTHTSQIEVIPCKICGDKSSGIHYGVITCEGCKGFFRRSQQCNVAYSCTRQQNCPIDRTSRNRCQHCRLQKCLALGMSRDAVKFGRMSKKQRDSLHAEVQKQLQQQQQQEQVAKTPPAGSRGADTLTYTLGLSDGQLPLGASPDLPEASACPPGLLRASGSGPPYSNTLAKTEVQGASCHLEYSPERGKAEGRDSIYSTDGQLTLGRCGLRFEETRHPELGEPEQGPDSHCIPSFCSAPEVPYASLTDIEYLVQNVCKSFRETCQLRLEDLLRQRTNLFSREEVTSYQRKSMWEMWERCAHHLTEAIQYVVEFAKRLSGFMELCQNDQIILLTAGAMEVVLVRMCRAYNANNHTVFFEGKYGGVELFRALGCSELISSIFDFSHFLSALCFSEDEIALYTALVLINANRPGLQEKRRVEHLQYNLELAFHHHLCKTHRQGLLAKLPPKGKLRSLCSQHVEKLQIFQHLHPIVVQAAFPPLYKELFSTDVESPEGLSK
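Luciferase reporter read in Schneider cells carrying Gal4-RORγ (mouse) and UAS-Photinus luciferase; cells given compound 1 h before 700 uM copper sulfate induction, then incubated 20 h at ambient temperature.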
BRCA1 expr act – activators of BRCA1 expression. MCF7-BRCA1-FFLuc reporter, luminescence, 48 h; response scale: scaled: vehicle 0%, 10 µM genistein 100%. Potency, µM (series often up to 46.1 µM), inactives show at the highest dose activation, hits mostly activators. actives 1.1% (n = 380,000); further: nearly all actives have a fitted effect of over 80% in size; some results filed as inactive show a strong effect at the top dose
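Compounds are tested at multiple concentrations on MCF7 BRCA1-luciferase reporter cells seeded at 2000 per well; after 48 h, a single luminescence end-point is taken and curves fitted to the normalized data.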
* hit, by the source's call; ? = inconclusive; . = not tested or not shown; [ ] = another dose, or the depositor's remark. Unless noted, the call rests on the fitted dose curve; in most records, active means well fitted curve in the direction sought with a large enough effect; inconclusive means small, poorly fitted or top-dose-only effect, or another doubt; inactive means no such curve, though single readings can be large; an effect the other way counts as inactive or inconclusive. Potency means the concentration at half of the fitted maximal effect. The order is random; 13% or so of the library scored in one or more.

SMILES	MBNL1-CUG inh	p53 reactivation	NPC1 prom act	uPA generation	Rab9 promoter act	Gal4-VP16 FLuc	ELG1 genotox	FLuc modulator	RORgamma inh	BRCA1 expr act
CN1C(=O)C(C)(C)c2cc(S(=O)(=O)N3CCN(c4ccccc4F)CC3)ccc21	1%	5%	-1%	-74%	2%	-1%	0%	-1%	23%	14%
O=S(=O)(NC1=NCCCCC1)c1ccc(F)cc1F	.	-9%	.	2%	.	.	1%	.	.	-7%
CCCCCn1c(CN2CCN(C(=O)c3ccco3)CC2)nc2c1c(=O)n(C)c(=O)n2C	-1%	-2%	2%	8%	-2%	18%	2%	3%	25%	-22%
C=CCn1c(=NC(=O)c2cc(-c3cccs3)nc3ccccc23)sc2cc(S(N)(=O)=O)ccc21	?	-8%	-11%	9%	-5%	-29%	-12%	5%	?	-83%
CC(=O)N1CN(Cc2ccccn2)Cc2c1sc1c2CCCC1	22%	?	0%	0%	4%	-3%	-2%	0%	-26%	16%
COc1cccc(C2NC(=O)c3sc(=S)n(-c4ccccc4)c3N2)c1 (stereo not drawn)	?	-2%	0%	6%	-2%	-6%	-16%	1%	3%	-7%
COc1ccc(N2CCN(C(=O)NC(=O)c3ccccc3)CC2)cc1	-2%	-5%	1%	3%	0%	22%	8%	0%	-14%	11%
Cc1ccc(S(=O)(=O)NC(CC(=O)NCc2ccco2)c2ccco2)cc1 (stereo not drawn)	-4%	3%	-2%	-7%	-2%	4%	-1%	-2%	21%	0%
Cc1cc(C(=O)COC(=O)c2ccc(O)cc2)c(C)n1CC1CCCO1 (stereo not drawn)	-1%	-1%	1.8µM*	-10%	4µM*	-21%	?	4.8µM*	7.1µM*	?
CCCCONc1ncnc2nonc12	?	-4%	-6%	1%	3%	-17%	-1%	0%	24%	-28%
NC(=O)COc1ccc(NS(=O)(=O)Cc2ccccc2)cc1	-12%	-1%	-3%	-3%	1%	2%	0%	2%	-4%	-11%
C=CCn1c(SCC(=O)NCCc2ccccc2)nnc1C(C)NC(=O)c1cccs1 (stereo not drawn)	-3%	-1%	-1%	.	-1%	1%	-1%	-1%	-7%	2%
COc1ccc(NC(=S)N2CCN(S(C)(=O)=O)CC2)cc1OC	-6%	6%	-1%	1%	5%	-3%	8%	-2%	-3%	-14%
Cc1ccc(NC(=O)c2ccc3nc[nH]c3c2)cc1C	-19%	.	2.8µM*	0%	1.8µM*	5%	?	9.5µM*	-15%	55%
COc1cc2[nH]c(=O)n(CCC(=O)N3CCN(c4cccc(C)c4C)CC3)c(=O)c2cc1OC	6%	3%	-2%	-1%	-12%	1%	-11%	0%	12%	1%
Oc1ccc(/C=N/Nc2ccnc3cc(Cl)ccc23)c(O)c1O	9%	11%	-2%	5%	10%	-2%	28%	?	-26%	-3%
COc1ccc2c(c1)OC(c1ccccc1)(C(F)(F)F)NC2=O (stereo not drawn)	-13%	-13%	0%	10%	1%	-16%	3%	3%	-6%	-1%
O=C(COC(=O)C1COc2ccccc2O1)Nc1ccc2c(c1)CCC2 (stereo not drawn)	6%	4%	0%	4%	8%	3%	14%	2%	-9%	30%
Cn1c(=NC(=O)COc2ccccc2)sc2ccccc21	14%	12%	3.5µM*	-11%	2µM*	6%	0%	13µM*	15%	61%
CN1CCN(c2ccc(Cl)cc2NC(=O)c2cccc(S(=O)(=O)N(C)C)c2)CC1	-4%	-19%	2%	-15%	2%	-16%	-5%	3%	6%	-24%
CC[C@]1(c2cccc(C)c2)C(=O)N(C(=O)OC)N1C(=O)OC	-3%	.	-17%	-13%	0%	0%	7%	-9%	2%	0%
O=C(OCC(=O)N1CCCCC1)c1ccc2ccccc2n1	.	9%	.	-2%	.	.	-1%	.	.	-2%
O=C1C2C3C=CC([C@@H]2C(=O)N1C1CCCCC1)[C@H]1C(=O)N(C2CCCCC2)C(=O)C31 (stereo partly drawn)	9%	1%	0%	-3%	-1%	7%	-3%	3%	-6%	0%
CC(NC(=O)Cc1ccccc1)C1COc2ccccc2O1 (stereo not drawn)	1%	0%	-5%	-1%	-6%	-9%	-1%	2%	-3%	-4%
COc1cc(OC)cc(-n2nnnc2SCC(=O)N2CCCc3ccccc32)c1	0%	6%	-1%	-3%	-2%	3%	-12%	9%	20%	-1%

(more compounds)
SMILES	MBNL1-CUG inh	p53 reactivation	NPC1 prom act	uPA generation	Rab9 promoter act	Gal4-VP16 FLuc	ELG1 genotox	FLuc modulator	RORgamma inh	BRCA1 expr act
COc1ccc(/C=C\C(=O)c2c(O)ccc3c(C)cc(=O)oc23)cc1	10%	-12%	1%	-8%	-10%	-14%	-9%	-18%	?	-48%
O=C(c1cc2cc([N+](=O)[O-])ccc2s1)N1CCOCC1	.	1%	1%	2%	-2%	18%	2%	1%	3%	-6%
CCOC(=O)c1ccc2c(c1)N(C)C(=O)c1ccccc1S2	-7%	-5%	1%	-23%	-2%	-1%	-1%	1%	-15%	2%
CCc1ccc(N(C(=O)c2snc(C(N)=O)c2N)C(C(=O)NCC2CCCO2)c2ccco2)cc1 (stereo not drawn)	13%	-14%	-3%	0%	-1%	-6%	2%	1%	19%	-18%
NNC(=O)CCc1nc2ccc(O)cc2[nH]1	-4%	2%	-1%	-2%	-7%	-2%	0%	-2%	4%	0%
COC(=O)c1cc(NC(=O)COC(=O)CCc2nc3ccccc3c(=O)[nH]2)cc(C(=O)OC)c1	.	-4%	.	4%	.	.	1%	.	.	-1%
O=C(NCCc1cccc(F)c1)C1CCC(=O)N(C2CCCCCC2)C1 (stereo not drawn)	-18%	11%	1%	-3%	0%	-6%	0%	-2%	-11%	-11%
O=C(O)c1ccc(NS(=O)(=O)c2cccc(C(=O)Nc3ccc(Br)cc3)c2)cc1	-3%	?	-3%	-19%	0%	-1%	-5%	-19%	-12%	-23%
Cn1c(=O)c2ncn(CC(=O)N/N=C/C=C/c3ccccc3)c2n(C)c1=O	?	3%	0%	-3%	3%	5%	0%	-7%	5%	-17%
O=C(O)c1cccnc1Br	0%	-1%	0%	1%	-14%	0%	2%	0%	-10%	25%
Cc1nn(Cc2c(F)c(F)c(F)c(F)c2F)c(C)c1NC(=O)c1nn(C)c(C)c1Br	-1%	-3%	-1%	-2%	14%	-3%	-7%	-1%	19%	-1%
O=C(CCCN1C(=O)/C(=C/c2cccs2)SC1=S)Nc1ccc(O)c(C(=O)O)c1	?	2%	-1%	.	-3%	?	0%	?	-26%	.
CCNc1ccc2noc3c2c1C(=O)c1ccccc1-3	?	-6%	0%	?	22%	-18%	5%	?	-37%	51%
Cc1cc(=O)n2nc(N3CCCC(C(=O)NC4CCCCC4C)C3)sc2n1 (stereo not drawn)	1%	1%	-3%	15%	-1%	-2%	0%	0%	-27%	-5%
CC(=O)Nc1ccc(S(=O)(=O)N(C2=NCC(C)S2)c2ccccc2)cc1 (stereo not drawn)	-3%	-1%	-4%	-9%	-4%	-8%	-3%	1%	-29%	-21%
O=C(Nc1ccc2c(c1)OCO2)c1ccc(Cl)nc1	-4%	23%	26%	8%	28%	-1%	?	?	7%	24%
COCCOC(=O)c1c(NC(=O)CN2CCOCC2)sc(C(N)=O)c1C	-3%	13%	-3%	0%	-1%	-2%	9%	6%	-33%	-4%
CC(=O)Nc1ccc(NC(=O)COc2ccc(S(=O)(=O)N3CCCC3)cc2C)cc1	-2%	-2%	-1%	3%	2%	-2%	2%	-3%	15%	-18%
OCCCNc1ncnc2oc(-c3ccccc3)c(-c3ccccc3)c12	-19%	-5%	0%	?	-5%	-5%	-4%	-2%	-12%	-40%
COCCCNC(=O)CC1C[C@H](C(=O)N2CCOCC2)[C@@]2(C)c3[nH]c4ccccc4c3CCN2C1=O (stereo partly drawn)	.	-5%	.	22%	.	.	-2%	.	.	12%
N#Cc1ccc(OCC(=O)n2cc(C(=O)c3cc(Cl)cc(Cl)c3O)cn2)cc1	15%	-1%	0%	1%	-1%	-26%	-6%	-2%	0%	-41%
Cc1ccc(NC(=O)CCNS(=O)(=O)c2cccc3nonc23)cc1	?	-7%	2%	4%	-5%	7%	1%	0%	38%	1%
CCOC(=O)N1CCC(N(CCCOC)C(=O)Nc2cccc(OC)c2)CC1	-6%	1%	-2%	-2%	2%	0%	-2%	3%	10%	-4%
CC1(C)CC(=O)C(C=NCCN2CCN(C(=O)c3ccc(F)cc3)CC2)=C(O)C1	?	-2%	-1%	-4%	0%	3%	2%	5%	-3%	-1%
Cc1cnn(C(=O)c2oc3ccccc3c2C)c1	-1%	17%	-2%	.	-5%	.	-1%	5%	-2%[0.365 µM]	6%
Cn1c(NC(=O)c2ccc(S(=O)(=O)N3CCOCC3)cc2)cc(=O)n(C)c1=O	-2%	-4%	-2%	-1%	-10%	-4%	1%	2%	-4%	?

Shown as a hit in NPC1 prom act, among the entries above:
SMILES	p53 reactivation	NPC1 prom act	uPA generation	Rab9 promoter act	RORgamma inh
Cc1cc(C(=O)COC(=O)c2ccc(O)cc2)c(C)n1CC1CCCO1 (stereo not drawn)	-1%	1.8µM*	-10%	4µM*	7.1µM*
Cc1ccc(NC(=O)c2ccc3nc[nH]c3c2)cc1C	.	2.8µM*	0%	1.8µM*	-15%
Cn1c(=NC(=O)COc2ccccc2)sc2ccccc21	12%	3.5µM*	-11%	2µM*	15%

Screens: PubChem BioAssay, National Center for Advancing Translational Sciences (NCATS)
